JMJD2A Tudor: JMJD2A Tudor domain (human) inhibition; AlphaScreen JMJD2A-Tudor / H3K4me3 peptide binding; Potency, µM (top dose mostly 114 µM), inactives show top-dose activity change, negative = inhibition, actives largely listed as inhibitors; 390,000 tested, 4.4% active; further: potency means the concentration at half of the fitted maximal effect; on the % scale 0 is the no-effect control and ±100 the full control effect; nearly all actives have a fitted effect of over 50% in size
Pin1 inh: blocks the human prolyl isomerase Pin1 | Q13526 | Pin1 FP peptide displacement, HiFluor488, 10 min | Potency, µM (doses to about 115 µM), without a hit: top-dose activity, negative = inhibition, actives largely listed as inhibitors | 390,000 tested, 0.009% active; active means well fitted inhibition curve with a large enough effect in the polarisation, with a control signal flat, not every such curve was filed as active; inconclusive means small, poorly fitted or top-dose-only effect, or effect the other way, or a change in a side signal; inactive means no such curve, though single readings can be large or run the other way; the % refers to the polarisation; further: potency means the concentration at half of the fitted maximal effect; on the % scale 0 is the no-effect control and ±100 the full control effect
BAZ2B inh: BAZ2B (human) inhibition; Potency, µM (highest dose often 114 µM), inactives show at the highest dose activity change, negative = inhibition, usual class: inhibitors; AlphaScreen BAZ2B-H3K14Ac peptide displacement; Q9UIF8; 360,000 tested, 4.4% active; further: potency means the concentration at half of the fitted maximal effect; on the % scale 0 is the no-effect control and ±100 the full control effect; nearly all actives have a fitted effect of over 60% in size
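Protein-peptide AlphaScreen: BAZ2B 50 nM, b-H3K14Ac 50 nM, 1x PBS pH 7.4 + 0.01% Tween-20. Preincubation 30 min RT; cpd 30 min RT (top 110 uM); beads 20 min RT, light-protected.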
Tb PGK inh: inhibitors of T. brucei phosphoglycerate kinase; 380,000 tested, 0.043% active; AID 602233; PGK/GAPDH coupled, Kinase-Glo luminescence, 60 min; P07378; Potency, µM (titrated, usually from 57.5 µM), inactives show top-dose activity change, negative = inhibition, usual class: inhibitors; further: potency means the concentration at half of the fitted maximal effect; on the % scale 0 is the no-effect control and ±100 the full control effect; nearly all actives have a fitted effect of over 60% in size
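Luminescent ATP detection (Kinase-Glo Plus) follows a 60-minute room-temperature incubation, with wells lacking PGK as controls. Buffer: 100 mM TEA (pH 7.6), 5 mM MgCl2, 0.01% Tween-20. Coupling enzyme GAPDH (100 nM final) supplies unstable 1,3-BPG in-well.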
HP1b binding inh: inhibitors of HP1-beta chromodomain binding to methylated histone tails. P83916. AlphaScreen HP1-beta / biotin-H3K9me3 peptide binding. Potency, µM (titrated, usually from 114 µM), for the others: top-dose activity change, negative = inhibition, hits mostly inhibitors. 390,000 tested, 0.56% active; further: potency means the concentration at half of the fitted maximal effect; nearly all actives have a fitted effect of over 70% in size; inactives centre near 23
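HP1-beta protein (50 nM final) preincubated 30 min at room temperature with biotinylated H3(1-18)K9me3 peptide (50 nM) in PBS pH 7.4, 0.01% Tween-20, then compound added for 30 min. AlphaScreen streptavidin donor/nickel chelate acceptor beads (10 ug/mL final), 30 min dark, luminescence read.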
G9a inh: inhibitors of human histone lysine methyltransferase G9a; Q96KQ7; G9a H3K9 monomethylation, AlphaScreen, 2 h; Potency, µM (highest dose often 102 µM), for the others: at the top dose activity, negative = inhibition, hits mostly inhibitors; 350,000 tested, 8.8% active; AID 504332; further: potency means the concentration at half of the fitted maximal effect; on the % scale 0 is the no-effect control and ±100 the full control effect; nearly all actives have a fitted effect of over 75% in size
Target sequence (Q96KQ7 913-1193 limits assumed): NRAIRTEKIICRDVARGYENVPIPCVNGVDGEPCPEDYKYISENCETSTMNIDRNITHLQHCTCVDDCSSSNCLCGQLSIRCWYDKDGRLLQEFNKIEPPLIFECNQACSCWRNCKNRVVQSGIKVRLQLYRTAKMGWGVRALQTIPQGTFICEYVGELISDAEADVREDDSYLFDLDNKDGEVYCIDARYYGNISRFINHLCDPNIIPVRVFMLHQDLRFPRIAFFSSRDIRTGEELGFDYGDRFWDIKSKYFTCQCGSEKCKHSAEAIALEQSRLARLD
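Enzyme 20 nM + cpd, 15 min RT; add b-H3K9 pep 500 nM / SAM 20 uM; 2 h RT; anti-H3K9me1 Ab 0.5 ug/mL + SA donor / anti-rabbit acceptor beads 20 ug/mL each, 10 min; AlphaScreen read.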
Pol eta inh: blocks human DNA polymerase eta activity; Potency, µM (doses to about 114 µM), for inactives: top-dose activity change, negative = inhibition, actives largely listed as inhibitors; AID 588591; Q9Y253; recombinant Pol eta, fluorescent DNA replication assay; 390,000 tested, 1.2% active; further: potency means the concentration at half of the fitted maximal effect; on the % scale 0 is the no-effect control and ±100 the full control effect
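Pol eta at 10 nM preincubated with compounds 15 min at room temperature; reaction started with fluorescent substrate (50 nM final) and read kinetically at 0 and 10 min.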
PI4K2A inh: PI4K2A (human) kinase inhibition; Q9BTU6; purified PI4K2A, ADP-Glo luminescence, 1 h; hits give low values; activity change, negative = inhibition, % at 76.9 µM; 420,000 tested, 0.13% active; in the data active means activity change below about -50%; inconclusive means mostly about -30% to -49%;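 further: -100% = wells without enzyme as full effect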
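ADP-Glo luminescence measured ADP generated by PI4K2A enzyme (4 ug/mL before mixing) with 1.2 mM PI substrate (pre-mix) and 300 microM ATP (pre-mix). Tris pH7.5 buffer with MgCl2, Triton X-100; 1 h reaction at ambient temperature.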
GLS inh: inhibitors of human glutaminase (GLS) | GLS enzymatic activity, qHTS titration | Potency, µM (titrated, usually from 45.5 µM), for inactives: at the highest dose activity change, negative = inhibition, most hits filed as inhibitors | 410,000 tested, 0.21% active; further: potency means the concentration at half of the fitted maximal effect; on the % scale 0 is the no-effect control and ±100 the full control effect
Target sequence (O94925 whole entry, looked up): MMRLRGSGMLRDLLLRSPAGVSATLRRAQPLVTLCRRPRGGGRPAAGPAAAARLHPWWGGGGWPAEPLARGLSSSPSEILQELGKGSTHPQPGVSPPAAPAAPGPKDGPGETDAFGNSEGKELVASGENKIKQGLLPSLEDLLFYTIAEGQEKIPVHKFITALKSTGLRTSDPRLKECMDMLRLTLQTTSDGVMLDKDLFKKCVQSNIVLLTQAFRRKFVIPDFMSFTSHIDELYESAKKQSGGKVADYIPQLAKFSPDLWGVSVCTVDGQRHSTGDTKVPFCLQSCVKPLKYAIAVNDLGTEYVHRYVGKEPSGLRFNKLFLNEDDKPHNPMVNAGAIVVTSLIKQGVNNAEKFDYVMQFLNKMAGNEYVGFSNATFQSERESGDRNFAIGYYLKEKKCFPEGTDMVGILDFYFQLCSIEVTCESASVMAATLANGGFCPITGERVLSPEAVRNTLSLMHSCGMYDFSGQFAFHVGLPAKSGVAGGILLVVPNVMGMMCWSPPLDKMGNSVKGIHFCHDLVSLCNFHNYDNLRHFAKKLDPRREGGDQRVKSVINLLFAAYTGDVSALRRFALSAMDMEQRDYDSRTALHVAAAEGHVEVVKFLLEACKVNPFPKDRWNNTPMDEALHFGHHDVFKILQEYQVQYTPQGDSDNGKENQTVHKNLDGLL
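Read-out is an Amplex red fluorescence increase coupled through glutamate oxidase and HRP, measured before and after 30 min room-temperature incubation. hKGA is in 45 mM KH2PO4 (pH 8.2) with 0.02% Tween-20; glutamine added as 1mM solution.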
Numbers without * were called inactive; i = inactive; ? = inconclusive; / = not tested or not shown; [ ] = another dose, or the depositor's remark. Unless noted, the call rests on the fitted dose curve; in most records, active means well fitted curve in the direction sought with a large enough effect; inconclusive means small, poorly fitted or top-dose-only effect, or another doubt; inactive means no such curve, though single readings can be large; an effect the other way counts as inactive or inconclusive.

JMJD2A Tudor | Pin1 inh | BAZ2B inh | Tb PGK inh | HP1b binding inh | G9a inh | Pol eta inh | PI4K2A inh | GLS inh | SMILES
-11% | -11% | -7% | -3% | 7% | -11%[59 µM] | -12% | 4 | 0% | O=C(NCC1CCCO1)c1cc(C(=O)C2CC2)c[nH]1 (centres undefined)
-12% | 2% | / | -3% | 10% | / | -6% | 1 | 2% | CC(C)CC1(C)NC(=O)N(CC(=O)Nc2ccc3c(c2)OCCO3)C1=O (centres undefined)
-20% | -5% | / | -1% | 37% | / | -10% | 0 | -3% | COc1ccc(NC(=O)Nc2ccc3c(c2)C(=O)N([C@H](C)CO)C[C@H](C)[C@@H](CN(C)C(=O)NC2CCCCC2)O3)cc1
47%[activator] | 9% | 41%[activator] | 0% | 92%[activator] | 5%[59 µM] | -13% | 6 | 1% | Brc1ccc2nc(SCCOc3ccccc3)[nH]c2c1
? | -1% | -11% | -10% | 7% | 9% | -15% | 1 | ? | CN(C(=O)COC(=O)c1ccc(=O)n(Cc2ccccc2)n1)c1ccccc1
-13% | 3% | -21% | -9% | 31% | 2%[59 µM] | -5% | -6 | 17% | COc1ccc(C2=NN(C(C)=O)C(c3cn(-c4ccccc4)nc3-c3cccs3)C2)cc1 (centres undefined)
-8% | 10% | / | -6% | 33% | / | -23% | -3 | 7% | O=C(C[C@H]1C/C=C\C[C@H](Cc2ccc(F)cc2)C(=O)O[C@@H](c2ccccc2)CNC1=O)NCCO
-16% | -2% | -16% | -1% | 6% | 5%[59 µM] | -5% | 7 | -6% | C/C(Cc1ccccc1)=N\NC(=O)c1cc(C(C)(C)C)[nH]n1
-13% | 1% | 5% | 2% | 1% | -42% | -12% | -5 | 7% | Cc1nc2ccccc2n1CCc1ccccc1
-33% | ? | 10% | 0% | 47% | ? | -12% | 0 | 9% | Cc1ccccc1Cn1c(-c2cncs2)nc2ccccc21
/ | / | / | 1% | / | / | 14% | 2 | -2% | Cc1noc(C)c1S(=O)(=O)N(C)C[C@H]1OCCCC[C@@H](C)Oc2ccc(NC(=O)CCCN(C)C)cc2C(=O)N([C@H](C)CO)C[C@@H]1C
-1% | -1% | -2% | -6% | 20% | -3% | -22% | 3 | -1% | CN(C(=O)COc1ccc(Cl)cc1)C1(C)CCS(=O)(=O)C1 (centres undefined)
/ | / | / | 7% | / | / | -3% | 0 | 4% | Cc1ccc([C@H]2C[C@@H](n3cc(C4CC4)nn3)[C@H](O)CN2C(=O)c2cccs2)cc1
-14% | 1% | -14% | -1% | 37% | 4% | -15% | 6 | -7% | CCOC(=O)N1CCN(C(=O)c2ccccc2Oc2ccccc2)CC1
-24% | -2% | -38% | -9% | 67%[activator] | 18% | -19% | 7 | -11% | Nc1nonc1-n1nnc(C(=O)N/N=C/C2CCCCC2)c1-c1ccccc1
0% | 8% | -7% | i | 32% | -34% | -17% | -2 | 19% | COc1cc(OC)cc(C(=O)Nc2ccccc2-c2nnn(CC(N)=O)n2)c1
0% | -1% | 0% | -3% | 0% | 4%[59 µM] | -14% | -5 | -8% | COc1cc(CN(CC2CCCO2)C(=O)c2ccc(F)cc2)cc(OC)c1OC (centres undefined)
? | 18% | ? | -6% | -5% | ? | -12% | 0 | -25% | CC(Sc1nnc(-c2ccccc2)c(-c2ccccc2)n1)C(=O)Nc1ncc(Cl)cc1Cl (centres undefined)
-5% | -12% | -1% | i | 64%[activator] | 32µM* | -7% | -1 | -2% | Cc1cc(Br)ccc1NC(=O)C1C2CCC(O2)C1C(=O)O (centres undefined)
45µM* | ? | 32µM* | 6% | 40µM* | ? | -9% | 14 | 13% | COc1ccccc1/C=C/C=N/N1CCN(Cc2ccc(Cl)cc2)CC1
-7% | 0% | -5%[57.1 µM] | 8% | 38% | ? | 0% | -3 | 15% | Cc1ccc(CN2CCNC(=O)C2CC(=O)N(C)Cc2cnccn2)cc1 (centres undefined)
-8% | -2% | 0% | 2% | 37% | 30% | 7% | 1 | 45%[activator] | Nc1nc(SCc2ccc(Br)cc2)n[nH]1
-16% | -1% | 5% | 1% | 18% | 5%[12.7 µM] | -14% | 0 | -15% | C=CCNCCCCOc1ccc(OCC)cc1
-11% | 4% | 0% | -2% | 15% | / | 3% | 3 | 0% | O=C(c1ccc(NS(=O)(=O)c2ccccc2)cc1)N1CCCCCC1
3% | -2% | / | 7% | 34% | -6%[59 µM] | -2% | 2 | 57%[activator] | COc1cc(NS(=O)(=O)c2ccc(F)cc2)c(OC)cc1NC(C)=O

Part of the list above in another layout.
| mol | JMJD2A Tudor | Pin1 inh | BAZ2B inh | Tb PGK inh | HP1b binding inh | G9a inh | Pol eta inh | PI4K2A inh | GLS inh |
| --- | --- | --- | --- | --- | --- | --- | --- | --- | --- |
| C=CCNCCCCOc1ccc(OCC)cc1 | -16% | -1% | 5% | 1% | 18% | 5%[12.7 µM] | -14% | 0 | -15% |
| COc1ccc(NC(=O)Nc2ccc3c(c2)C(=O)N([C@H](C)CO)C[C@H](C)[C@@H](CN(C)C(=O)NC2CCCCC2)O3)cc1 | -20% | -5% | / | -1% | 37% | / | -10% | 0 | -3% |

Later entries:
JMJD2A Tudor | Pin1 inh | BAZ2B inh | Tb PGK inh | HP1b binding inh | G9a inh | Pol eta inh | PI4K2A inh | GLS inh | SMILES
-12% | -2% | ? | -2% | 27% | 18µM* | -14% | 1 | -4% | CC1=CC(c2ccccc2)n2nc(NS(=O)(=O)c3ccc(C)cc3)nc2N1 (centres undefined)
-9% | 5% | -5% | -2% | 18%[57 µM] | 5%[59 µM] | -14% | 6 | -1% | CCc1ccc(NC(=O)CN2C(=O)CCSc3ccc(S(=O)(=O)N4CCCC4)cc32)cc1
-9% | -2% | -6% | -10% | 17% | 45µM* | -14% | -4 | -18% | CCCCN1CC2([N+](=O)[O-])C=CC(=O)C([N+](=O)[O-])(C1)C2CC(=O)c1ccccc1 (centres undefined)
2% | -3% | -10% | i | 33% | 7% | -12% | 1 | 0% | Cc1nc2ccc(C(=O)Nc3cccc([N+](=O)[O-])c3)cc2s1
-2% | -2% | -5% | -1% | 36% | 19%[59 µM] | -22% | 1 | -4% | Cc1cccc(CSc2nn3c(=O)c(C)nnc3s2)c1
-23% | 0% | -22% | -9% | 23% | -30% | -6% | -3 | -1% | O=C(Nc1ccccc1N1CCN(C(=O)c2ccccc2)CC1)c1ccc(Cl)cc1
-11% | -1% | -6% | -7% | 29% | 22% | -12% | -4 | -2% | Cc1ccc2c(c1)N(C(=O)CCC(=O)N1CCC(C(N)=O)CC1)CCO2
-6% | ? | 2% | i | 26% | 5%[59 µM] | -9% | -8 | -1% | COc1ccc(C2C(C(N)=O)=C(C)Nc3nc(CCCO)nn32)c(OC)c1 (centres undefined)
-27% | 1% | -29% | -2% | 25% | 50µM* | -12% | -4 | -3% | CCOc1ccc(N2C(=O)C(Cl)=C(N3CCOCC3)C2=O)cc1
-14% | 5% | 4% | -7% | 4% | -36% | 3% | -2 | -4% | Cc1nnc2ccc(-c3cccc(NC(=O)c4ccc(Cl)nc4)c3)nn12
7% | 1% | -22% | i | 27% | 5%[59 µM] | -19% | 4 | 1% | O=C(CCCC(=O)N(CC(=O)NC1CCCC1)Cc1ccccc1Cl)Nc1ccccn1
-5% | -10% | 2% | -6% | 40%[activator] | -5% | -9% | -2 | 0% | CCOc1ccc(CNC(=O)CCn2c(=O)oc3ccccc32)cc1OC
? | -7% | ? | / | -13% | ? | 2% | 0 | 54%[activator] | CC(=O)c1cc(-c2ccccc2)[nH]c1N1CCOCC1
-12% | -6% | -6% | -1% | 8% | 16%[2.33 µM] | -6% | 0 | 40%[activator] | Cc1ccc(P(=Nc2ccccc2)(N2CCOCC2)N2CCOCC2)o1
56µM* | 10% | 45µM* | i | 9% | 3%[12.7 µM] | 2% | -6 | 16% | C#CCOCCOCCOCCNc1nc(N2CCN(C(=O)C(CCC(=O)O)n3cc(C(N)CC(C)C)nn3)CC2)nc(N2CCN(C(=O)C(Cc3cc4ccccc4[nH]3)n3cc(C(N)Cc4ccc(O)cc4)nn3)CC2)n1 (centres undefined)

Quoted from the listing:
Pol eta inh, Cc1cc(Br)ccc1NC(=O)C1C2CCC(O2)C1C(=O)O (centres undefined) → -7%
GLS inh, O=C(CCCC(=O)N(CC(=O)NC1CCCC1)Cc1ccccc1Cl)Nc1ccccn1 → 1%
GLS inh, CCOC(=O)N1CCN(C(=O)c2ccccc2Oc2ccccc2)CC1 → -7%
Tb PGK inh, O=C(c1ccc(NS(=O)(=O)c2ccccc2)cc1)N1CCCCCC1 → -2%
GLS inh, Brc1ccc2nc(SCCOc3ccccc3)[nH]c2c1 → 1%
Pin1 inh, Cc1nc2ccccc2n1CCc1ccccc1 → 1%

A portion of the library (hit frequency here may not be typical).
